Bioassay records as filed in PubChem BioAssay.
hcGAS inh: Primary biochemical luminescence assay for human cyclic GMP-AMP synthase inhibitors | Q8N884 | recombinant h-cGAS, ATP depletion, Kinase-Glo luminescence | inhibition, % at 12.5 µM | hit rate 0.081% among 290,000;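 further: 0% = vehicle reaction and 100% = reaction without DNA for no activity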
Target sequence (Q8N884 whole entry, looked up): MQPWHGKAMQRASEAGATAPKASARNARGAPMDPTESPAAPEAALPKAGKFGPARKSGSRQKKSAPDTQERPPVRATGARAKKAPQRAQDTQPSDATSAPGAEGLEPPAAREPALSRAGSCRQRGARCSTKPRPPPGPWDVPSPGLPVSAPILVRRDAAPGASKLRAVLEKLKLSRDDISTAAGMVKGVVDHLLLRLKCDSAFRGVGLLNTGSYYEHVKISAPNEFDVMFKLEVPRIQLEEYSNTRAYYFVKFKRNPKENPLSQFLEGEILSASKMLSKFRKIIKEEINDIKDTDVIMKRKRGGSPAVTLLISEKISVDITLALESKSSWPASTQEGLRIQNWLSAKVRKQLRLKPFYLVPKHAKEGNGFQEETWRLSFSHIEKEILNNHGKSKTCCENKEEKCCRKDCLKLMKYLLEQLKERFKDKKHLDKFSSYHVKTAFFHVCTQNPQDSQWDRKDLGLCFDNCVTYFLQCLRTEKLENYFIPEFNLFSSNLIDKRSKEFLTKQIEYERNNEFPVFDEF
NPYLR7 agonist: agonists of mosquito NPYLR7 receptor, primary screen, cell-based, Aedes aegypti, calcium fluorescence, mosquito biting behavior; HEK293T NPYLR7/Galpha15, GCaMP6s calcium fluorescence; activation, % at 10 µM; hit rate 0.15% among 270,000; AID 1259423, 2018; in the data active means activation above about 40%;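 further: 0% = vehicle and 100% = reference agonist at the receptor; some compounds past the cut are filed as inactive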
mcGAS lum: cyclic GMP-AMP synthase inhibitors, mouse, primary biochemical chemiluminescence. Q8C6L5. recombinant cGAS, Kinase-Glo ATP depletion luminescence. inhibition, % at 12.5 µM. hit rate 0.15% among 160,000. AID 1259399, 2018;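 further: 0% = negative control wells and 100% = reference inhibitor with no enzyme activity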
An asterisk follows results filed as active; · = not tested or not shown. Unless noted, no stated cut-off is given here; in the data, active means inhibition above about 40%; inactive means the rest.

SMILES	hcGAS inh	NPYLR7 agonist	mcGAS lum
O=C(c1nc2ccccn2c1CNC(c1ccccc1)c1ccccc1)N1CCCC1	3.7	-23.2	0.3
CCc1noc(CSC2=Nc3ccccc3CS2)n1	-14.5	8.0	·
O=C(NC(=S)N1CCCC1)c1ccc(Cl)cc1Cl	-11.1	-0.4	·
CCCCc1noc(C(C)SCCn2nc3ccccn3c2=O)n1 (stereo unspecified)	-7.9	0.1	·
CCOC(=O)CNC(=O)N1CCC2(CC1)NC(=O)c1cccc(C)c1N2	-10.9	3.2	-7.3
O=S(=O)(NCCc1cscn1)c1ccc(Cl)s1	-6.9	3.3	·
Cc1nc(-c2ccc(CC(=O)N3CCOCC3C)cc2)cs1 (stereo unspecified)	-9.8	11.5	-16.6
CCCCC(=O)NC1CCN(C(=O)C(Cc2ccccc2)n2cnnn2)CC1 (stereo unspecified)	-6.7	10.7	-13.9
Cc1ncc(CN(C)Cc2csc(-c3cccs3)n2)[nH]1	-12.2	·	-12.6
CCc1ccc(C2c3cccn3CCCN2Cc2cc(O)ccc2O)cc1 (stereo unspecified)	-4.0	3.5	-2.9
COc1ccc2cc(C(=O)N3CCN(C(C#N)c4ccc(F)cc4)CC3)c(C)nc2c1 (stereo unspecified)	-2.8	1.5	·
CC(=O)NC1C(Oc2ccc(C(C)=O)cc2)OC(CO)C(O)C1O (stereo unspecified)	-0.2	2.8	-5.3
O=C(CC1C(=O)NCCN1CC1CCCCC1)NCc1ncc[nH]1 (stereo unspecified)	-4.0	3.7	·
COC(=O)c1ccc(CSc2ccc(NC(=O)c3ccc(C)cc3)nn2)o1	-2.3	-2.6	-7.9
O=C(NCc1ccc2c(c1)CCCO2)c1cn2c(n1)CNCC2	-5.1	5.2	·
COc1ccc(NC(=O)C(C2CCCC2)N2CCN(C(=O)c3cccc(F)c3)CC2)cc1OC (stereo unspecified)	-3.2	-3.4	-3.7
CCOC(=O)c1c(C)n(-c2ccc(OC)cc2)c2cc(Br)c(OC)cc12	-5.3	-7.3	·
CC(=O)CSc1nc2c(c(=O)n(C)c(=O)n2C)n1Cc1ccccc1	1.4	5.7	·
Cc1ccc(Cl)c(-n2nnc(C(=O)Nc3ccccc3C#N)c2C)c1	-8.1	-0.9	-7.9
O=C(c1cc(F)ccc1F)C1CCCN(Cc2ccc(-n3cccn3)cc2)C1 (stereo unspecified)	3.1	-7.5	-9.6
Cc1ccc2nc(SCC(=O)Nc3ccc(F)cc3)nc(=O)n2c1	-10.0	1.5	-9.6
COc1ccc(N2CCN(C(=O)Nc3cccnc3OC)CC2)cc1	-5.1	-0.9	·
Cc1c(Cl)cccc1NC(=O)CN1CCCC(CNS(=O)(=O)C(C)C)C1 (stereo unspecified)	-4.2	-1.9	-7.9
CCOC(=O)CC(=O)N1CCC(n2c(C)nc3ccc(C)cc32)CC1	-4.1	2.9	-5.0
CC(C)(C)c1cc2nc(-c3ccccc3)cc(C(=O)N3CCc4ccccc4C3)n2n1	-0.9	20.1	-4.9
CC1=C(C(=O)OCc2ccccc2)C(c2ccc3c(c2)OCO3)NC(=O)N1 (stereo unspecified)	2.3	-6.8	0.6
Cc1[nH]cnc1-c1nccn1CCCN1CCCc2ccccc21	-5.7	5.3	-15.0
C=CCN(Cc1ccccc1Cl)C(=O)c1cnc(NCC)nc1	-5.5	-1.2	-11.9
O=C(NCC(O)c1cccc(Cl)c1)C1CC=CCC1 (stereo unspecified)	-3.4	5.4	-13.5
COc1cc(C=C2N=C(C34CC5CC(CC(C5)C3)C4)OC2=O)cc(OC)c1OC	-3.5	-2.2	·
C=CCn1cc(CN2CCc3[nH]cnc3C2Cc2ccccc2)cn1 (stereo unspecified)	-2.9	0.1	·
Cn1cnc(S(=O)(=O)N2C[C@H](Oc3ccccn3)[C@H]3C[C@@H]2Cc2c3oc3ccccc23)c1	1.5	21.8	-3.3
COCCCn1c(-c2cccc(OC)c2)nc2nc3ccccc3nc21	-5.4	6.3	-8.3
N#Cc1c(NC(=O)C2C3C=CC(C3)C2C(=O)O)sc2c1CCCCC2 (stereo unspecified)	-8.9	9.1	·
CCN(CC)CCCn1c2c(c(SCC(=O)Nc3ccc(OC)cc3OC)nc1=O)CCC2	-1.4	-0.5	-6.0
COc1cc(OC)cc(C(=O)Nc2ccc3c(c2)N(S(=O)(=O)c2cccs2)CCC3)c1	-5.6	15.0	·
O=C(N=C1N=C2C=CC(I)=CN2Cc2ccccc21)C1CCCCC1	0.3	-2.1	·
NC(=O)c1cc2c(ccc3ccccc32)oc1=Nc1ccccc1F	-0.9	-3.8	-2.3
CC(=O)CSc1nc2c([nH]c3ccccc32)c(=O)n1-c1cc(C)ccc1C	4.0	-5.8	-7.5
COc1ccc(NC(C)C(=O)NC2CCS(=O)(=O)C2)c(OC)c1 (stereo unspecified)	-4.1	12.7	·
C#CCOCC(O)CN(CCOC)Cc1cccc(C)c1 (stereo unspecified)	-2.6	14.2	-3.9
CC(C)NC(=S)NN=C1C2CC3CC(C2)CC1C3	-1.8	-3.9	1.3
Cc1ccsc1[C@@H]1CCN(Cc2c(CO)cnc(C)c2O)C[C@H]1O	-4.4	7.2	·
CCOCCOc1nc(-c2ccc(C(F)(F)F)cc2)n(-c2ccc(NC(=O)C(C)(C)CCl)cc2)n1	-13.5	-11.3	-4.4
COc1ccc(N2CC(C)Cn3c2nc2c3c(=O)n(CCC(C)C)c(=O)n2C)c(OC)c1 (stereo unspecified)	-6.0	3.5	·
COCCCN1CCc2nc(SCC(=O)Nc3ccc(Br)cc3)[nH]c(=O)c2C1	5.7	-15.5	0.9
O=C(NCCN1CCOCC1)c1coc(CN(CCc2c[nH]c3ccccc23)Cc2cccc(Oc3ccccc3)c2)n1	-0.1	17.2	-2.6
O=P(O)(OC(c1ccc(F)cc1)C(F)(F)F)c1ccccc1 (stereo unspecified)	-13.6	-0.7	·
COc1ccc(OC)c(-c2ccc(=O)n(CCNC(=O)C(C)Oc3ccccc3F)n2)c1 (stereo unspecified)	-6.3	-0.4	·
CNC(=S)N1CCN(S(=O)(=O)c2ccc3ccccc3c2)CC1	-1.1	0.5	-1.8
Continued:
SMILES	hcGAS inh	NPYLR7 agonist	mcGAS lum
O=c1[nH]c(SC/C=C/c2ccccc2)nc2c1cnn2CCO	-7.2	2.7	·
COCCN1CCCC2(CCN(C(=O)CCc3csc(N)n3)C2)C1=O (stereo unspecified)	-2.7	-0.9	-16.7
c1ccc(-c2cn3nc(-c4ccccc4)n4c3c2CCCC4)cc1	-4.2	2.2	·
COc1ccc(CSc2nnc(NC(=O)c3cccc(Br)c3)s2)cc1	-7.1	3.1	-9.0
CCSc1nc2c(s1)c(=O)n(-c1ccc(C)cc1)c(=O)n2CC(=O)N1CCc2ccccc2C1	1.7	-4.2	0.0
COc1ccccc1N1CCN(C(=O)CN(Cc2ccccc2)c2nc(Cc3ccc(Cl)cc3)ns2)CC1	-11.7	-4.1	-6.3
COC(=O)CCC(=O)N1CCc2ccccc2C1c1ccc(C)cc1 (stereo unspecified)	-2.0	-10.3	0.3
CC(C)c1ccc(CN2CCN(C(=O)CSc3nnc(-c4ccco4)n3C)CC2)cc1	-7.3	0.7	·
O=[N+]([O-])c1cc(C(F)(F)F)cc([N+](=O)[O-])c1NN=C1CCCCC1	-6.0	1.3	·
Cn1nnnc1SCCNC(=O)c1ccc2oc(Cc3ccccc3)nc2c1	-5.1	11.0	·
COCC(=O)N(CCN1CCOCC1)Cc1nccn1Cc1c(C)cc(C)cc1C	8.2	4.5	-6.1
COc1cccc(OCCCn2c(C(C)NC(=O)c3ccco3)nc3ccccc32)c1 (stereo unspecified)	-4.0	-0.4	-7.5
COc1ccc2oc(C(=O)N(C)CC(=O)Nc3cc(C)on3)c(C)c2c1	-3.5	1.5	-9.9
COCc1cc(N2CCN(Cc3ccc4c(c3)OCO4)CC2)nc(SCc2cccc(C(=O)O)c2)n1	-5.0	9.5	-5.5
COc1cccc(NC(=O)NCCNc2ccc(Nc3cc(C)ccn3)nn2)c1	0.3	-3.1	·
COc1ccc(CN2CCN(Cc3ccc(C)o3)CC2CCO)c(C)c1C (stereo unspecified)	-2.3	-5.6	·
COc1cccc(-c2cc(C(=O)N3CCN(c4cccc(C(F)(F)F)c4)CC3)nc3cc(-c4ccccc4)nn23)c1	-2.4	3.5	-8.7
O=C(NCC1CCC1)[C@@H]1Cc2ccccc2CN1S(=O)(=O)c1cccs1	-8.7	7.0	·
Cc1cccn2c(=O)c3cc(C(=O)N4CCN(C(=O)c5ccco5)CC4)n(C)c3nc12	2.0	0.5	·
COc1cccc(CN2CCN(c3cc(C)ccc3F)C(=O)C2C)c1 (stereo unspecified)	-0.8	-1.8	-4.1

7 entries out of the list, sorted by length of the SMILES, low to high.
SMILES	hcGAS inh	NPYLR7 agonist	mcGAS lum
O=c1[nH]c(SC/C=C/c2ccccc2)nc2c1cnn2CCO	-7.2	2.7	·
C=CCn1cc(CN2CCc3[nH]cnc3C2Cc2ccccc2)cn1 (stereo unspecified)	-2.9	0.1	·
COc1ccc(CN2CCN(Cc3ccc(C)o3)CC2CCO)c(C)c1C (stereo unspecified)	-2.3	-5.6	·
Cc1ccc(Cl)c(-n2nnc(C(=O)Nc3ccccc3C#N)c2C)c1	-8.1	-0.9	-7.9
CCOC(=O)CNC(=O)N1CCC2(CC1)NC(=O)c1cccc(C)c1N2	-10.9	3.2	-7.3
COc1ccccc1N1CCN(C(=O)CN(Cc2ccccc2)c2nc(Cc3ccc(Cl)cc3)ns2)CC1	-11.7	-4.1	-6.3
Cn1cnc(S(=O)(=O)N2C[C@H](Oc3ccccn3)[C@H]3C[C@@H]2Cc2c3oc3ccccc23)c1	1.5	21.8	-3.3

The list continues:
SMILES	hcGAS inh	NPYLR7 agonist	mcGAS lum
CCC(C(=O)Nc1nnc(SCC(=O)c2ccc(C)cc2)s1)c1ccccc1 (stereo unspecified)	-1.5	-6.2	0.6
Cc1cccc(-c2nc3scc(CCNS(=O)(=O)c4ccc(Br)cc4)n3n2)c1	1.9	-14.7	0.0
CCc1nc2ccc(C(=O)N3CCN(C)CC3)cn2c1N(C)C(=O)C1CCCCC1	-2.0	-6.6	-1.4
CCc1nn(-c2ccc(OC)cc2)c(CC)c1C(=O)NCc1ccco1	-4.1	26.1	-4.8
O=C(CCCc1ccc2[nH]c(=O)[nH]c2c1)OCc1cccc(Cl)c1	-10.8	-1.3	-15.5
Cc1ccc(C(NC(=O)C2CCN(CCOc3ccc(Cl)cc3Cl)CC2)c2ccccn2)cc1 (stereo unspecified)	3.0	-7.6	0.7
O=S1(=O)N=CN(Cc2cccc(F)c2)c2ccccc21	5.6	-0.4	·
COc1ccc2cc(CN(C)C(=O)NC(C)C3CCCO3)ccc2c1 (stereo unspecified)	-14.2	0.4	-9.0
CCCS(=O)(=O)N1CCN(CCN2C(=O)C(C)SC2c2ccc(C(F)(F)F)cc2)CC1 (stereo unspecified)	-5.2	-5.2	-4.9
COc1ccc(OS(=O)(=O)c2cn(C)c(=O)n(C)c2=O)cc1	-9.2	0.2	-9.6

The final 2 records of the section above come first, to join the parts:
SMILES	hcGAS inh	NPYLR7 agonist	mcGAS lum
CCCS(=O)(=O)N1CCN(CCN2C(=O)C(C)SC2c2ccc(C(F)(F)F)cc2)CC1 (stereo unspecified)	-5.2	-5.2	-4.9
COc1ccc(OS(=O)(=O)c2cn(C)c(=O)n(C)c2=O)cc1	-9.2	0.2	-9.6
N#C/C(=C\N1CCC(C(N)=O)CC1)C(=O)Nc1ccc(F)cc1	-5.2	6.4	·
O=C(NCc1ccc(OC(F)(F)F)cc1)NCc1ccc(N2CCCC2=O)cc1	3.5	2.6	·
COc1cc2c(cc1OC)CN(c1cc(C(=O)N3CCC(Cc4ccccc4)CC3)c3ccccc3n1)CC2	-5.0	3.8	-5.9
CCCCc1ccc(C(=O)Nc2ccc(N3CCCC3)c(C(=O)NCc3ccccc3)c2)cc1	3.2	7.4	-8.1
CCCNC(=O)c1c(O)nc2sccn2c1=O	2.9	-1.8	6.1
COc1cc(C(=O)Nc2cccc(-c3nc4cc(Cl)ccc4o3)c2C)cc(OC)c1OC	12.4	-5.4	5.4
CN1CCCN(c2cc(-c3cccc4ccccc34)nc3ccnn23)CC1	-3.7	-5.5	-3.2
CCN(Cc1ccccc1)c1nc(-c2ccccc2C(F)(F)F)nc2ccccc12	-4.3	5.4	-5.8
CN(C)CCCN(C(=O)c1ccco1)c1nc2cc3c(cc2s1)OCO3	-4.3	3.3	-6.3
CCN(CC)c1ncccc1CNC(=O)c1ccc(=O)n(C)c1	-4.4	1.0	-20.7
O=C(c1ccc(F)c(F)c1)N1CCN(c2nccc(-c3ccc(Oc4ccccc4)cc3)n2)CC1	-2.6	12.6	-6.5
COc1ccc(-c2cccc(-c3cccc(NC(=O)c4ccc(C(C)(C)C)cc4)c3)n2)cc1	-11.2	4.4	-9.7
CCC(C(=O)NCc1ccco1)n1c(=O)n(-c2ccccc2F)c(=O)c2ccccc21 (stereo unspecified)	-9.8	28.1	-4.6
CC(C)C(C)NC(=O)C1CCNCC1 (stereo unspecified)	-1.0	-0.7	2.7
CC1=CC2(C)C(OC1=O)C1OC(=O)C(C)=CC12C (stereo unspecified)	-4.4	-6.8	·
COc1ccc(OCc2n[nH]c(=S)n2C)cc1	-6.8	2.1	·
O=C(Nc1cc(-n2cccc2)ccc1F)N[C@@H]1C=C[C@H](CO)C1	-4.2	5.5	·

Full records from above. Order of values: hcGAS inh, NPYLR7 agonist, mcGAS lum
O=C(Nc1cc(-n2cccc2)ccc1F)N[C@@H]1C=C[C@H](CO)C1 is listed as -4.2, 5.5, ·
CCc1nn(-c2ccc(OC)cc2)c(CC)c1C(=O)NCc1ccco1 is listed as -4.1, 26.1, -4.8
Cc1cccn2c(=O)c3cc(C(=O)N4CCN(C(=O)c5ccco5)CC4)n(C)c3nc12 is listed as 2.0, 0.5, ·
Cc1c(Cl)cccc1NC(=O)CN1CCCC(CNS(=O)(=O)C(C)C)C1 (stereo unspecified) is listed as -4.2, -1.9, -7.9
